Screening data: PubChem BioAssay, Broad Institute
PfHsp90 yeast 2 – growth inhibition of PfHsp90-expressing yeast, primary screen, antimalarial PfHsp90 inhibitor project, S. cerevisiae, BacTiter-Glo luminescence, single point, set 2. BacTiter-Glo ATP, 48 h; yeast lacking PDR1 and PDR3 efflux regulators. inhibition, % at 9.4 µM. actives 0.32% (n = 310,000). AID 504621, 2011;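 active = every replicate shows inhibition above about 80%, whatever the replicate mean, limit read from the data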;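 note: 0% = DMSO neutral controls and 100% = 20 µM radicicol positive controls; yeast relying on Plasmodium falciparum Hsp90 in place of its own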
SR-BI HDL uptake – inhibitors of SR-BI mediated HDL lipid uptake, primary screen, ldlA[mSR-BI] cells, fluorescence, single point. ldlA[mSR-BI] CHO cells, DiI-HDL uptake fluorescence, 3 h. Scavenger receptor class B member 1 (Mus musculus), Q61009. inhibition, % at 12.5 µM. actives 0.96% (n = 320,000);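 active = mean replicate inhibition of at least 70% and a set share of replicates each scoring 70 or more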;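 note: 0% = median of neutral control wells and 100% = median of positive control wells; values of inactives mirror those of a sister screen read the other way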
MITF act – activators of MITF-driven TRPM1 promoter reporter, primary screen, cell-based, SK-MEL-5, luciferase, single point | SK-MEL-5 TRPM1-promoter luciferase, 24 h; % of positive control, neutral wells = 0 | activation, % at 12.5 µM | actives 0.75% (n = 300,000) | AID 588334, 2011;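 active = mean activation of at least 80% with every replicate also reaching 80%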;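 note: 0% = neutral control wells and 100% = parthenolide positive control wells; values of inactives mirror those of a sister screen read the other way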
CAL PDZ FP-1 – untagged CAL PDZ binding inhibitors, primary screen, biochemical, fluorescence polarization, HTS; actives 0.92% (n = 300,000); inhibition, % at 24.9 µM; Golgi-associated PDZ and coiled-coil motif-containing protein (Homo sapiens), Q9HD26; AID 602252, 2012; purified CAL PDZ, TMR-peptide fluorescence polarization, 1 h;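 active = mean inhibition of at least 30% with at least half of replicates also reaching 30%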;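 note: 0% = DMSO neutral control and 100% = excess unlabeled competitor peptide PRC23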
dFosB act – activators of delta FosB homodimer, primary screen, biochemical, fluorescence polarization, TAMRA-CDK5 oligo, single point; actives 0.99% (n = 340,000); activation, % at 25 µM; purified delta FosB; percent of positive-control signal above neutral wells;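 active = mean activation above about 17%, with every replicate also reaching it, limit read from the data, passing the limit was not always enough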;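 note: fluorescence polarization rise as delta FosB binds a TAMRA Cdk5 AP-1 oligo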
Target sequence (P13346 whole entry, looked up): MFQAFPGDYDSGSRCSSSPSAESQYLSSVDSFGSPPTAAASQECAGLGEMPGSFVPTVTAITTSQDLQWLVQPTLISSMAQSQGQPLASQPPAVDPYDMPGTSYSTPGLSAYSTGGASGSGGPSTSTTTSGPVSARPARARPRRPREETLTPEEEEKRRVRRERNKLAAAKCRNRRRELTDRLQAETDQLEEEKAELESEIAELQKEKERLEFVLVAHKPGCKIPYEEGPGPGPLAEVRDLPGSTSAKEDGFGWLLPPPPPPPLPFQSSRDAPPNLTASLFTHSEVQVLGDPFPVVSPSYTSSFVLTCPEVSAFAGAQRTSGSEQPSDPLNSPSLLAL
PvdQ acylase – P. aeruginosa PvdQ acylase inhibitors, primary screen, biochemical, fluorescence, plate reader and imaging, single point; PvdQ acylase [Pseudomonas aeruginosa LESB58]; purified PvdQ acylase; inhibition, % at 10 µM; actives 0.063% (n = 340,000); AID 488965, 2010; in the data active = inhibition above about 30%, passing the limit was not always enough;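 note: 0% = vehicle neutral wells and 100% = reference inhibitor wells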
Rtt109 HAT inh – inhibitors of C. albicans Rtt109/Vps75 HAT, primary screen, biochemical, ThioGlo CoA-SH fluorescence, plate reader | purified Rtt109/Vps75, 4 h | inhibition, % at 34.9 µM | actives 0.16% (n = 330,000);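 active = inhibition of at least 50% in every replicate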
Target sequence (Q5AAJ8 whole entry, looked up): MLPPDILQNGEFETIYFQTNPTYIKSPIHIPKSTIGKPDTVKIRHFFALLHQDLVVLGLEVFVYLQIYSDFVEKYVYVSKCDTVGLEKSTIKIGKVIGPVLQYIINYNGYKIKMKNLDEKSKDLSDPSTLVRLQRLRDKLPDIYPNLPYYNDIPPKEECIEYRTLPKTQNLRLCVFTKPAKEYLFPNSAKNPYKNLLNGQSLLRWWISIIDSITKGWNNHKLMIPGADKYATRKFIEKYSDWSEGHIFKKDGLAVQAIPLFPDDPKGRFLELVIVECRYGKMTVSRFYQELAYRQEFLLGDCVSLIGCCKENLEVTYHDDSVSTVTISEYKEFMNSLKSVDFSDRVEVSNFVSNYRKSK
NSD2 inh – NSD2 histone methyltransferase inhibitors, primary screen, biochemical, AlphaScreen, single concentration, set 2; Histone-lysine N-methyltransferase NSD2 (Homo sapiens), O96028; NSD2 peptide methylation, 120 min; inhibition, % at 12.5 µM; actives 0.54% (n = 310,000); AID 743445, 2014; in the data active = inhibition above about 50%
CAL PDZ FP-2 – CAL PDZ peptide-binding inhibitors, primary screen, biochemical, fluorescence polarization, Cer-tagged CAL PDZ, HTS; Golgi-associated PDZ and coiled-coil motif-containing protein (Homo sapiens), Q9HD26; purified CAL PDZ, TMR-peptide fluorescence polarization, 1 h; inhibition, % at 20 µM; actives 0.02% (n = 330,000); AID 504414, 2011;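 active = highest replicate inhibition of at least 40%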;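 note: plate controls were DMSO neutral control wells for no effect and unlabeled competitor peptide control wells for full effect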
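System: tagged CAL PDZ domain. Schedule: 1 h room-temperature incubation prior to read. Signal: fluorescence polarization (mP). Measure: percent inhibition from loss of millipolarization.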
SR-BI uptake up – activators of SR-BI mediated DiI-HDL uptake, primary screen, ldlA[mSR-BI] CHO cells, DiI fluorescence. 3 h; 100 = double the neutral-control signal. activation, % at 12.5 µM. actives 0.096% (n = 320,000);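 active = mean replicate activation of at least 60% and every replicate at or above 60%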;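 note: 0% = median plate neutral-control signal and 100% = twice that signal; values of inactives mirror those of a sister screen read the other way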
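Test system: SR-BI-overexpressing, LDLR-lacking CHO cells; Medium: Ham's F12 with 0.5% BSA, HEPES 25 mM, pH 7.4; Schedule: 3 h, 37 °C; Technique: bottom-read fluorescence, 550/595 nm.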
* hit, by the source's call; x = not tested or not shown.

SMILES	PfHsp90 yeast 2	SR-BI HDL uptake	MITF act	CAL PDZ FP-1	dFosB act	PvdQ acylase	Rtt109 HAT inh	NSD2 inh	CAL PDZ FP-2	SR-BI uptake up
CC(c1ccccc1)N1C(=O)c2ccc(C(=O)NCc3ccco3)cc2C1=O (stereo unspecified)	-18	38	17	-2	-7	-14	-23	2	-2.6	-38
CN(C)c1ccc(C(=O)N(Cc2ccccc2)Cc2ccccc2)cc1	-6	14	15	-1	-19	-11	-4	0	-2.2	-14
COc1ccc(C)cc1NC(=O)C(=O)NCc1ccncc1	x	17	-2	x	0	-10	6	0	-0.8	-17
O=C(COC(=O)c1cc(S(=O)(=O)N2CCCC2)ccc1O)Nc1ccc(F)cc1F	-13	8	-11	x	-5	1	-4	-4	-1.1	-8
Fc1cccc(Cc2noc(CN3CCOCC3)n2)c1	1	x	1	-1	0	0	-5	-4	-1.0	x
CC(=O)n1cc([C@H]2C=C(C(=O)N3CCN(Cc4ccc5c(c4)OCO5)CC3)O[C@@H](OCc3ccc(CO)cc3)C2)c2ccccc21	6	55	-32	1	1	-11	-7	x	-2.7	-55
CC(C)CC(=O)O/N=C1\C(=O)N(c2ccccc2)c2ccccc21	-19	-12	-11	-2	7	5	5	-1	-0.4	12
Cc1ccc(CNC(=O)c2nnn(CC(=O)Nc3cccc(C)c3C)c2N)cc1	-32	-22	2	-1	66*	-4	2	0	-3.5	22
CCC(=O)OCC(=O)N=c1sccn1Cc1ccc(C)cc1	-6	-10	-5	x	3	2	-5	-3	0.5	10
COc1ccc(N(CC(=O)N2CCN(c3cccc(C)c3C)CC2)S(=O)(=O)c2c(C)noc2C)cc1	-22	29	-10	6	-8	-14	3	-2	-2.6	-29
CC1(C)C2CCC1(C)C(NC1=NCCC1)C2 (stereo unspecified)	-13	-11	x	-1	-2	0	25	2	-1.8	11
CC[C@]12c3[nH]c4cc(CCC(=O)N(C)C)ccc4c3CCN1C(=O)[C@@H](CC(=O)NC(C)(C)C)C[C@@H]2C(=O)N1CCN(C(=O)C2CC2)CC1	-20	-14	12	-2	2	-10	-5	x	-0.3	14
CCN(CC(=O)Nc1ccc2c(c1)OCCO2)C(=O)/C=C/c1cccc(OC)c1OC	x	3	67	-2	-12	5	36	2	-2.9	-3
Cc1coc2c1c(C)cc1oc(=O)c(CC(=O)N[C@H](C(=O)O)C(C)C)c(C)c12	25	-10	9	3	1	-1	1	-2	-1.8	10
Cc1cccc2cc(C#N)c(NCCCNS(=O)(=O)c3ccc(Cl)cc3)nc12	-28	32	-5	-4	-15	3	-10	-3	-3.3	-32
O=C(c1ccc2c(c1)OCO2)N1CCN=C1SCc1cccnc1	17	-6	-13	x	-5	2	-37	x	-0.3	6
CCOC(=O)c1ccccc1NC(=O)C1CC(=O)N(C2CCCC2)C1 (stereo unspecified)	-1	-32	2	x	-7	-3	4	3	0.3	32
CCOC(=O)c1ccccc1NC(=O)Cn1cnc2c1c(=O)n(C)c(=O)n2C	-8	-29	-2	-2	-7	-6	4	0	-0.7	29
CN(C)CCOCCOc1ccccc1-c1ccccc1	x	-15	-5	-14	5	-15	0	7	0.4	15
COc1cnc(-c2ccccc2)c(-c2ccccc2)n1	-9	12	-7	-4	-6	-11	-2	-1	1.4	-12
COc1ccc(C)cc1S(=O)(=O)Nc1cc2c3c(c1)C(C)C(=O)N3CCC2 (stereo unspecified)	-29	-10	-1	-3	1	-9	2	0	-2.4	10
CC1CC(C)(C)NC(=S)N1CCCC(=O)Nc1ccc(F)cc1 (stereo unspecified)	9	-14	-1	-1	-2	4	7	1	0.6	14
CN(C)C(CNC(=S)Nc1cccc(Cl)c1)c1cccnc1 (stereo unspecified)	9	-4	33	-7	2	9	2	-33	-3.0	4
CC(C)C(C(=O)NCC1CCCO1)N(Cc1ccco1)C(=O)CNS(=O)(=O)c1ccc(F)cc1 (stereo unspecified)	-17	-25	-3	-1	-7	2	6	19	0.4	25
COc1ccc(NC(=O)c2cnc(SC)n2-c2ccc(F)cc2)c(OC)c1	-26	37	4	2	0	-5	-3	12	-1.2	-37

In the list so far, three contain a furan ring, fused or not:
SMILES	PfHsp90 yeast 2	SR-BI HDL uptake	MITF act	CAL PDZ FP-1	dFosB act	PvdQ acylase	Rtt109 HAT inh	NSD2 inh	CAL PDZ FP-2	SR-BI uptake up
CC(c1ccccc1)N1C(=O)c2ccc(C(=O)NCc3ccco3)cc2C1=O (stereo unspecified)	-18	38	17	-2	-7	-14	-23	2	-2.6	-38
Cc1coc2c1c(C)cc1oc(=O)c(CC(=O)N[C@H](C(=O)O)C(C)C)c(C)c12	25	-10	9	3	1	-1	1	-2	-1.8	10
CC(C)C(C(=O)NCC1CCCO1)N(Cc1ccco1)C(=O)CNS(=O)(=O)c1ccc(F)cc1 (stereo unspecified)	-17	-25	-3	-1	-7	2	6	19	0.4	25

Additional entries:
SMILES	PfHsp90 yeast 2	SR-BI HDL uptake	MITF act	CAL PDZ FP-1	dFosB act	PvdQ acylase	Rtt109 HAT inh	NSD2 inh	CAL PDZ FP-2	SR-BI uptake up
O=C(Cc1ccccc1)Nc1cccc(-c2nnc(-c3ccco3)o2)c1	-16	-6	18	-14	-50	7	3	26	-5.1	6
CCCOc1ccc(-c2c(C(=O)N/N=C/c3ccc(OCC)cc3)nnn2-c2nonc2N)cc1	13	62	4	0	1	-4	-3	0	-0.7	-62
Cc1nc(N/N=C/c2ccccc2)nc(N(C)c2ccccc2)c1[N+](=O)[O-]	-5	40	11	-13	3	-7	-6	0	-0.5	-40
COc1ccc(Br)cc1CN(C)CC(=O)NCc1ccc(F)cc1	2	3	9	-7	-3	-14	1	8	-0.6	-3
NC(N)=NS(=O)(=O)c1ccc(NC(=S)NC(=O)/C=C/c2ccco2)cc1	8	-18	5	-1	7	-2	2	18	-0.8	18
O=S1(=O)N[C@@H](CC2=CCCCC2)C2CCCCC2O1 (stereo partly specified)	1	-9	7	0	-6	6	4	x	-0.6	9
Cc1cc(C)cc(NC(=O)COC(=O)CCn2c(C)csc2=O)c1	x	-9	16	-3	-2	-13	12	1	-0.1	9
CCN(CC(=O)Nc1ccc(C)c(F)c1)CC(=O)NC(C)C	11	-2	0	-4	-8	1	1	-5	-1.8	2
CN=c1scc(C)n1/N=C/c1ccc(O)cc1	-63	7	x	x	-10	-10	8	8	-0.1	-7
CCc1ccc(-c2cc(C(=O)NCc3ccco3)c3ccccc3n2)s1	8	37	11	x	-10	3	-16	-1	-1.0	-37
CCOc1ccc(CN(C)C(=O)c2cccnc2SC)cc1OC	8	6	-6	0	-5	-6	-8	0	-0.2	-6
CCOC(=O)c1c(C)oc2c1c1c(c3ccccc32)OCN(Cc2ccccn2)C1	-23	-14	47	-1	-12	-6	0	0	0.3	14
O=C(CCCC1=NS(=O)(=O)c2ccccc2N1)OCc1ccc(Cl)cc1	11	-6	1	-3	-10	0	3	9	-0.7	6
CCC(=O)NC(=S)Nc1ccc(Cl)cn1	1	-9	13	2	3	-12	8	0	-1.3	9
CN1N=C(C(=O)N=c2sc3ccccc3n2C)CCC1=O	-13	x	18	-2	-7	19	28	-5	-2.6	x
CC(=O)Nc1cccc(NC(=O)CCCC(=O)O)c1	x	-22	3	-2	-5	-8	-1	29	-0.7	22
COc1ccc2[nH]c3ccccc3c2c1	-19	-3	13	-2	-4	2	10	0	0.9	3
Cn1c(SCC(=O)Nc2ccc(C(N)=O)cc2)nnc1-c1cccs1	-7	-6	-8	2	-1	-8	-2	2	-2.7	6
CCOc1ccc(NC(=O)CSC(N)=O)cc1	-48	8	-3	-2	-1	-19	12	6	0.4	-8
CCOc1ccc(OCCC(=O)OCC(=O)NCc2ccccc2)cc1	7	-5	0	0	4	1	3	-2	-1.6	5
CCc1ccccc1NC(=O)CSc1ncn[nH]1	3	-8	3	0	-4	-22	x	-2	-2.3	8
CCOC(=O)/C(C#N)=C/Nc1ccsc1C(C)=O	14	-34	38	-4	-12	4	-1	33	-0.4	34
CCOc1ccc(CCNC(=O)COC(=O)c2ccc(OC)c(OC)c2OC)cc1OCC	x	21	-1	-2	-2	-17	0	-1	-3.5	-21
CCC1(c2ccccc2)NC(=O)N(CC(=O)N(C)CC(=O)Nc2c(C)cccc2C)C1=O (stereo unspecified)	8	1	4	0	-10	-14	3	1	-1.4	-1
CCn1c(=O)c(C(=O)CN2CC(C)OC(C)C2)c(N)n(Cc2ccccc2)c1=O (stereo unspecified)	2	-17	x	-1	-14	-11	1	-1	0.0	17

Compounds above with a cyano group:
SMILES	PfHsp90 yeast 2	SR-BI HDL uptake	MITF act	CAL PDZ FP-1	dFosB act	PvdQ acylase	Rtt109 HAT inh	NSD2 inh	CAL PDZ FP-2	SR-BI uptake up
Cc1cccc2cc(C#N)c(NCCCNS(=O)(=O)c3ccc(Cl)cc3)nc12	-28	32	-5	-4	-15	3	-10	-3	-3.3	-32
CCOC(=O)/C(C#N)=C/Nc1ccsc1C(C)=O	14	-34	38	-4	-12	4	-1	33	-0.4	34

Other entries follow:
SMILES	PfHsp90 yeast 2	SR-BI HDL uptake	MITF act	CAL PDZ FP-1	dFosB act	PvdQ acylase	Rtt109 HAT inh	NSD2 inh	CAL PDZ FP-2	SR-BI uptake up
O=C(O)CCNc1cc(N2CCN(C(=O)c3ccco3)CC2)c2noc3c2c1C(=O)c1ccccc1-3	-5	1	3	-18	-60	-9	13	x	-3.4	-1
Cc1nn(CC(=O)NCCc2cccs2)c(=O)c2cc3ccccc3n12	2	-3	11	-8	26*	-7	5	19	-0.2	3
COc1ccc(C(C#N)N2N=C(c3ccccc3)CC2c2ccccc2)cc1OC (stereo unspecified)	-33	1	-6	-4	-5	-9	-2	-1	-0.1	-1
CN(C(=O)CCN1C(=O)S/C(=C\c2ccccc2)C1=O)C1CCS(=O)(=O)C1 (stereo unspecified)	-2	-29	-4	-1	-3	-9	-23	-1	-2.6	29
CCOC(=O)CSC1=C(C#N)C(=O)NC(c2ccc(OC)cc2)S1 (stereo unspecified)	x	-6	x	-2	-3	-9	-3	11	-0.8	6
CCOc1ccc(CC(=O)NNC(=S)NC2CCCCC2)cc1OCC	-1	2	-1	-1	-7	-3	-1	6	-1.1	-2
CCOC(=O)c1c(NC(=O)c2cc(C(C)C)on2)sc(C(C)=O)c1C	-35	23	x	-5	-9	-6	0	-2	-0.9	-23
COc1ccc(CCn2nnc(-c3ccc(NC(C)=O)c(Cl)c3)n2)cc1	-15	-17	x	-23	33*	-2	x	-4	-2.0	17
O=C(NCCCn1ccnc1)c1cccc(S(=O)(=O)Nc2ccccc2F)c1	-13	-10	-14	-3	-5	-11	x	1	-1.9	10
